Dengue-2 NS5 capping = Dengue-2 NS5 methyltransferase inhibitors, primary screen, biochemical, confirmation dose response (AID 588689); one-dose inhibition, % at 25 µM; IC50 in µM for titrated hits; hit rate 0.3% among 340,000; Dengue-2 NS5 methyltransferase capping enzyme assay, biochemical; higher % means a stronger effect; Genome polyprotein (Dengue virus type 2 (strain 16681-PDK53)); in the data active = a potency from the dose series; inconclusive = inhibition above about 29% without an active follow-up result
GPR55 antagonists = GPR55 antagonists blocking LPI-driven arrestin recruitment, primary screen, imaging, U2OS, beta-arrestin-GFP, LPI agonist (AID 2013); G-protein coupled receptor 55 (Homo sapiens); U2OS GPR55 beta-arrestin-GFP translocation imaging, LPI antagonism; higher % means a stronger effect; one-dose inhibition, % at 10 µM; IC50 in µM for titrated hits; hit rate 0.13% among 290,000;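 active = spots per cell inhibited over 60%, with over 100 cells counted and total cytoplasm intensity under 500,000; inconclusive = wells with under 100 cells, flagged as likely toxic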;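 note: U2OS cells stably carrying GPR55 and arrestin-GFP stimulated by 5 µM LPI near EC80; imaged beta-arrestin-GFP aggregate spots per cell after agonist stimulation; plate controls were LPI-stimulated DMSO wells for no effect and DMSO wells without LPI for full effect; some results filed as inactive read as strong as hits; confirmed hits need IC50 under 10 µM and bright autofluorescent wells are also inconclusive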
MgcRacGAP inhibition = MgcRacGAP GTPase-activating activity inhibitors, confirmation, biochemical, ADP Hunter fluorescence; Rac GTPase-activating protein 1 (Homo sapiens); AID 624330, 2012; inhibition, % at 30 µM, or IC50 in µM where a hit was titrated; MgcRacGAP-stimulated Rac1 GTP hydrolysis, ADP Hunter fluorescence; higher % means a stronger effect; GST-tagged Rac1 F28L mutant substrate; hit rate 0.6% among 340,000;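 active = first-screen hits whose inhibition reached a set limit at any dose in the follow-up dose series; inconclusive = inhibition above the set first-screen limit but never retested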;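 note: fluorescence reports GDP produced by GAP-driven GTP hydrolysis; strong numbers were not always called active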
PhoP inhibition = inhibitors of PhoP regulon expression, primary screen, Salmonella Typhimurium, GFP reporter (AID 1863) | hit rate 0.16% among 300,000 | inhibition, % at 50 µM; hits with a dose series show IC50 in µM | S. Typhimurium PhoP-regulated promoter GFP reporter, 4 h; higher % means a stronger effect;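 active = inhibition over 29.93%, a cutoff 3 SD above the screen mean, later confirmed by dose response; inconclusive = inhibition over 29.93% but no dose response follow-up; inactive = inhibition at most 29.93% or unconfirmed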;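 note: 0% = low Mg2+ inducing control and 100% = high Mg2+ repressing control; strong numbers were not always called active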
HIV fusion peptide = inhibitors of HIV fusion peptide binding, primary screen, biochemical, uHTS, fluorescence dequenching (AID 1986). cell-free peptide binding, fluorescence dequenching, 30 min; higher % means a stronger effect. hit rate 0.3% among 290,000. one-dose inhibition, % at 20 µM; IC50 in µM for titrated hits; in the data active = inhibition mostly above about 52%, no sharp cut-off; inactive = mostly below about 76%; note: some results filed as inactive read as strong as hits
GPR35 arrestin U2OS = GPR35 antagonists blocking zaprinast-driven arrestin recruitment, primary screen, imaging, U2OS, beta-arrestin-GFP, zaprinast agonist (AID 2058); U2OS GPR35 beta-arrestin-GFP translocation imaging, zaprinast antagonism; higher % means a stronger effect; hit rate 0.052% among 290,000; inhibition, % at 10 µM; hits with a dose series show IC50 in µM;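 active = inhibition of at least 50% with at least 30 cells and total cytoplasm GFP at most 10,000,000; inconclusive = under 30 cells or total GFP of 10,000,000 plus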
K1F lysis inhibition = inhibition of K1F phage lysis, E. coli UTI89, bacterial capsule biogenesis inhibitors, alamar blue (AID 488966). inhibition, % at 100 µM; hits with a dose series show IC50 in µM. hit rate 0.02% among 340,000. E. coli UTI89 K1F phage lysis, alamar blue, 2 h; higher % means a stronger effect;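 active = phage lysis inhibition, versus mean bacterial control, above a set limit; inconclusive = no clear call, values can overlap the other calls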;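 note: capsule biogenesis inhibitors block K1F phage lysis so surviving cells raise fluorescence; higher fluorescence means more inhibition of phage lysis; actives were called in the ten point dose series up to 300 µM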
RSV CPE inhibition = RSV antiviral activity via CPE protection, HEp-2 cells, primary 10 µM value included (AID 2391) | HEp-2 cells, RSV-induced CPE inhibition; higher % means a stronger effect | CPE inhibition, % at 10 µM; hits with a dose series show IC50 in µM | hit rate 0.13% among 310,000; in the data active = a potency from the dose series; inconclusive = CPE inhibition mostly from about 23% at the one dose, without a potency; inactive = the rest, 99 in 100 with CPE inhibition below about 21%; note: strong numbers were not always called active
Large T inhibition = SV40 large T antigen inhibitors, biochemical (AID 1903); SV40 large T antigen ATPase/helicase inhibition assay; higher % means a stronger effect; one-dose inhibition, % at 20 µM; IC50 in µM for titrated hits; hit rate 0.39% among 310,000; in the data active = a potency from the dose series; inconclusive = inhibition mostly from about 32% at the one dose, without a potency; inactive = the rest, 99 in 100 with inhibition below about 32%; note: strong numbers were not always called active
Dengue-2 NS5 capping pilot replicate = further read-out of Dengue-2 NS5 capping, marked with its call; inhibition, %; measured here: pilot screen replicate inhibition
* marks the source's active call; other numbers are inactive results; ? = inconclusive; . = no result given; & = joins results of further samples; [ ] = another dose, or the depositor's remark.

SMILES	Dengue-2 NS5 capping	GPR55 antagonists	MgcRacGAP inhibition	PhoP inhibition	HIV fusion peptide	GPR35 arrestin U2OS	K1F lysis inhibition	RSV CPE inhibition	Large T inhibition	others
Cc1nc2ccccc2c(=O)n1-c1ccccn1	0.0%	8.3%	6.4%	-9.8%	17.3%	2.9%	0.0%	-0.4%	10.3%
O=C(c1ccc(CS(=O)(=O)c2ccccc2)o1)N1CCC2(CC1)OCCO2	-0.7%	-2.6%	9.2%	5.8%	0.8%	1.7%	0.2%	2.5%	7.3%
CSc1nc(N)c(N=Nc2ccc([As](=O)(O)O)cc2)c(=O)[nH]1	57.3µM*	5.4%	39.9µM*	-3.9%	4.7%	17.0%	-0.1%	-0.7%	?
COc1ccc(CCNCc2ccc(Br)cc2)cc1OC	4.0%	12.4%	26.8%	1.6%	1.3%	-3.1%	0.1%	0.8%	26.5%
CSc1ncc(Cl)c(C(=O)O)n1 (tested in a mixture with another compound)	-3.4%	-11.5%	6.8%	-3.7%	0.2%	-0.2%	0.4%	1.0%	-7.2%
COc1ccc(CNC(=O)CCC(=O)N2C[C@H]3C[C@H](C2)c2cccc(=O)n2C3)cc1OC	2.2%	1.3%	-0.7%	.	0.6%	8.1%	1.9%	1.9%	.
CCCc1cc(=O)oc2cc(OCC(=O)N3CCC(C(=O)O)(c4ccccc4)CC3)ccc12	-5.1%	0.6%	-2.9%	.	1.7%	-7.3%	7.9%	1.9%	.
CCCCN1CCC(O)(c2ccccc2)C(C(=O)c2ccccc2)C1 (stereo unspecified)	0.7%	29.3%	10.4%	1.5%	-0.3%	23.3%	-0.5%	2.8%	14.9%
COc1cccc(CCNCc2cccc(C(F)(F)F)c2)c1	-11.9%	28.5%	25.4%	11.8%	-0.6%	9.1%	-1.8%	1.6%	6.8%
CCCCn1c(=O)c(C(=O)Nc2ccsc2C(=O)OC)c(O)c2ccccc21	-3.5%	4.0%	6.6%	-18.8%	1.8%	2.8%	7.2%[50 µM]	3.9%	6.2%
O=C(c1ccc(Cl)cc1)C12CN3CN(CN(C3)C1)C2	-2.2%	-17.0%	13.4%	-6.8%	0.0%	4.0%	0.5%	0.1%	5.0%
COC(=O)C1=C(c2ccc(F)cc2OCc2ccccc2)C[C@@H]2CC[C@H]1N2C(=O)N1CCC(C)CC1	-1.6%	.	2.8%	.	.	.	0.3%	4.8%	.
Cc1cccc(N2C(=O)NC(=O)/C(=C/c3ccc(N4CCOCC4)cc3)C2=O)c1	5.3%	10.5%	20.9%	2.3%	9.8%	4.6%	0.1%	0.2%	21.6%
CN1C(=O)C(O)N=C(c2ccccc2)c2ccccc21 (stereo unspecified)	-3.9%	0.1%	-0.4%	10.8%	-0.3%	-1.9%	0.3%	0.6%	3.2%
Cc1cc(N(CCCl)CCCl)ccc1/C=N/N=C(\N)c1cnccn1	-3.1%	.	9.6%	.	.	.	0.1%	9.1%	10.2%
CCc1ccc(OCCCN=C(C)c2c(O)n(C)c(=O)n(C)c2=O)cc1	-7.0%	0.0%	2.2%	3.0%	-0.8%	-11.5%	2.7%	5.3%	10.0%
Cc1cccc(OCC(=O)N2CCN(Cc3ccc4c(c3)OCO4)CC2)c1	9.3%	-2.9%	25.9%	-5.4%	1.0%	-2.8%	0.0%	0.1%	10.3%
O=c1[nH]c(=O)n(C2CCCCC2)c(O)c1C1NCCc2ccccc21 (stereo unspecified)	-21.3%	2.7%	14.6%	-1.6%	2.4%	-12.2%	0.3%	1.4%	3.9%
CCCN1CCO[C@@H]2c3cc(O)ccc3OC[C@H]21	0.0%	.	4.5%	-5.6%	.	.	3.3%	1.0%	27.4%
COc1ccc(P2(=O)Nc3ccccc3N2)cc1	?	31.0%	4.9%	-1.4%	1.5%	1.0%	-0.8%	1.8%	5.1%
COc1cccc(NC2=NCCCS2)c1	1.9%	3.4%	7.3%	-1.4%	0.2%	9.7%	0.7%	-0.5%	12.3%
Cn1c(O)c(C=Nc2ccccc2-c2ccccc2)c(=O)n(C)c1=O	-1.5%	9.4%	8.9%	-0.3%	-1.5%	-12.6%	0.9%	2.0%	14.1%
O=C(COC(=O)Cc1ccccc1)NC(=O)NC1CCCCC1	-5.1%	.	1.9%	-9.2%	.	.	1.1%[50 µM]	-1.8%	16.2%
Cc1ccc(-n2c(C)cc(/C=C3/C(=O)NC(=O)N(Cc4ccco4)C3=O)c2C)cc1	17.5%	0.9%	12.2%	7.2%	21.9%	-2.6%	-0.2%	2.4%	24.5%
O=C(CN1CCCCC1)c1ccccc1Cl	-5.1%	-23.6%	3.8%	-8.6%	-0.9%	-2.7%	1.9%	-0.1%	0.8%
CC1CN(O)C2CCc3nonc3C12O (stereo unspecified)	-2.8%	-5.9%	7.4%	1.9%	-3.7%	4.6%	0.7%	-1.1%	10.9%
CCN1CCC2(CCNC2)C1 (stereo unspecified)	-10.1%	4.3%	3.8%	0.2%	0.6%	12.8%	0.6%	0.2%	-1.9%	Dengue-2 NS5 capping pilot replicate=-5.5
COC(=O)C1=C(c2cccc(Cl)c2)C[C@@H]2CC[C@H]1N2C(=O)N1CCCC1	7.7%	.	10.2%	.	.	.	0.1%	0.6%	.
CCCCn1c(O)c(C(CC)=Nc2ccc(OCC)cc2)c(=O)[nH]c1=O	-15.0%	9.8%	2.5%	1.9%	-0.9%	-13.2%	1.3%	6.0%	13.7%
CN(C)CC1CSCCC1(O)c1ccc(C(F)(F)F)cc1 (stereo unspecified)	-5.1%	-2.0%	5.2%	-3.4%	0.5%	-0.5%	0.3%	1.0%	10.6%
CCCN1CCC[C@@H]2Cc3[nH]ncc3C[C@H]21	0.8%	.	0.6%	-5.2%	.	.	4.5%	-2.2%	12.4%
CC(C)C[C@H]1C(=O)N2CCCC2[C@]2(O)O[C@](NC(=O)[C@@H]3C=C4c5cccc6[nH]cc(c56)CC4N(C)C3)(C(C)C)C(=O)N12 (stereo partly specified)	2.2%	3.8%	11.5%	-17.3%&-16.2%	53.1%	-7.5%	4.8%	-0.4%	22.4%&1.7%
O=c1[nH]c(=O)n(CCC2=CCCCC2)c(O)c1C=NCCN1CCNCC1	-21.6%	38.3%	9.5%	-13.3%	4.5%	1.8%	0.3%	0.8%	14.2%
CCOc1c(Cl)cc(CNC(C)C(O)c2ccccc2)cc1OC (stereo unspecified)	0.0%	1.3%	4.8%	-9.2%	-1.1%	-12.3%	0.2%	-1.9%	13.2%
Cc1cc(OCC(=O)NCC2CCC(C(=O)O)CC2)c2c3c(c(=O)oc2c1)CCC3 (stereo unspecified)	-3.6%	4.0%	0.8%	.	2.4%	-3.9%	2.8%	0.6%	.
CC1N=C(c2ccccc2)c2cc(Br)ccc2NC1=O (stereo unspecified)	-7.8%	-3.7%	.	-2.1%	-2.3%	-1.9%	0.2%	0.0%	8.1%
CCC12CN3CCN(CC(C3)/C1=N\O)C2	-6.1%	-3.7%	5.6%	0.6%	1.1%	-1.8%	-0.6%[50 µM]	0.5%	0.3%
CCC(=NCc1cccnc1)c1c(O)n(-c2ccc(C)cc2)c(=O)[nH]c1=O	5.4%	0.2%	6.5%	-4.3%	-0.9%	-2.5%	14.2%	2.0%	7.4%
C#CCOc1cc(C2C3=C(COC3=O)Nc3cc4c(cc32)OCO4)ccc1OC (stereo unspecified)	-7.3%	-19.3%	-5.1%	1.7%	-2.6%	-4.9%	-0.2%	-0.1%	-1.3%
CNC(=O)Oc1ccc2c(c1)C(=O)c1ccccc1CO2	-8.8%	3.9%	7.0%	2.2%	-1.6%	6.7%	-0.1%	14.7%	18.5%
CCN1CCN(c2cc(N3CCCC3)c([N+](=O)[O-])cc2F)CC1	-3.8%	-7.9%	10.1%	-4.6%	-1.9%	-4.8%	1.1%[50 µM]	-0.7%	4.8%
CCN1C(=O)NC(=O)/C(=C\c2ccc(N3CCOCC3)cc2OC)C1=O	.	9.6%	.	-4.5%	1.0%	12.0%	.	-0.4%	1.6%
CCC(=NCCCn1ccnc1)c1c(O)n(-c2ccccc2)c(=O)[nH]c1=O	2.3%	15.2%	9.2%	-8.7%	0.8%	-1.7%	0.9%	0.1%	0.1%
CC(C)c1ccc(C2NCc3ccccc3-n3cccc32)cc1 (stereo unspecified)	-9.1%	20.4%	7.5%	9.0%	-1.0%	-3.7%	6.6%[50 µM]	9.4%	0.1%
CN(C)C1(CNC(=O)Nc2ccc(Cl)c(Cl)c2)CCCCC1	-5.7%	2.9%	8.0%	9.2%	-1.8%	2.5%	0.2%	1.3%	7.6%
Cc1nn(Cc2ccccc2)c(C)c1C(=O)NC1CCCc2ccccc21 (stereo unspecified)	-13.2%	7.7%	2.6%	1.3%	1.4%	10.5%	-0.9%[50 µM]	2.8%	-4.3%
COc1c(C)cc(C(=O)C2CCCN(C3CCOCC3)C2)cc1C (stereo unspecified)	5.8%	1.0%	-1.2%	-6.4%	-1.4%	-9.4%	-0.1%	-2.1%	8.5%
COc1ccccc1OP(=O)(Nc1cccnc1)Oc1ccccc1OC	0.7%	4.1%	2.9%	9.4%	2.5%	-2.4%	9.1%	-0.5%	4.3%
COC(=NC1CCCC1)C(O)c1c[nH]c2ccccc12 (stereo unspecified)	-13.1%	4.3%	4.6%	1.7%	0.3%	12.5%	0.3%	1.8%	4.1%
O=c1[nH]c(=S)[nH]c(O)c1N=Nc1cccc(S(=O)(=O)N2CCOCC2)c1	13.8%	9.2%	-6.8%	-7.9%	-0.9%	-10.8%	0.2%	-0.9%	6.8%
COC(=O)C1=C(c2ccc(F)cc2OCc2ccccc2)C[C@@H]2CC[C@H]1N2C(=O)NCc1ccc(C)cc1	-4.1%	.	-0.5%	.	.	.	0.9%	-0.6%	.
CC(C)c1ccc(O)c(CN2CCN(c3ccccc3)CC2)c1	-14.5%	-4.4%	8.3%	-3.4%	-0.5%	5.9%	1.4%	6.7%	16.4%

Assay outcomes as filed in PubChem BioAssay.

This is a subset; rates above refer to the full screens.
